Screens from PubChem BioAssay.
mIAP activ = activators of mouse IAP, primary screen, biochemical, luminescence, uHTS; muIAP, CDP-Star luminescence, 30 min; hits give high values; 1 = vehicle-only enzyme signal, 0 = enzyme-free wells; activation factor at 10 µM; hit rate 0.24% among 330,000; AID 2805, 2010;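 active = activation factor of at least 2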; also: the source names both 10 and 20 µM as test concentration; values of inactives mirror those of a sister screen read the other way
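System: Mouse IAP enzyme | Also added: CDP-Star substrate | Dosing: Compounds dispensed in DMSO | Schedule: 30 min enzyme-substrate-compound incubation at room temperature | Technique: Chemiluminescence readout | Control set: DMSO-only wells and no-enzyme negative control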
Apaf-1 inh = inhibitors of human Apaf-1 apoptosome, primary screen, biochemical, DEVD-Rh110 fluorescence, uHTS; Apoptotic protease-activating factor 1 (Homo sapiens), O14727; reconstituted apoptosome caspase-3 activity; inhibition, % at 20 µM; hit rate 0.71% among 330,000; active = inhibition of at least 40% at 20 µM;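 also: plate controls were DMSO wells for no effect and DEVD-CHO caspase inhibitor wells for full effect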
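Material: reconstituted apoptosome with Apaf-1, cytochrome c, caspase-9, procaspase-3, dATP; medium: pH 7.5 Hepes buffer with CHAPS, BSA, DTT; also added: cytochrome c and DEVD-Rh110 substrate; timing: 30 min plus 50 min, RT; signal: Rh110 fluorescence intensity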
TIM10 inh = growth inhibitors of isogenic TIM10 control yeast, primary screen, counter-screen for tim10-1 yeast inhibitor project, luminescence, uHTS; S. cerevisiae TIM10 strain growth, BacTiter-Glo luminescence, 24 h; inhibition, % at 10 µM; hit rate 1.4% among 330,000;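 active = inhibition of 40% or more at the single tested concentration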;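 also: wild-type TIM10 isogenic control strain grown at permissive 25 °C; 0% = DMSO yeast wells and 100% = minimal medium wells without yeast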
hIAP activ = human IAP activators, primary screen, biochemical, luminescence, uHTS; Intestinal-type alkaline phosphatase (Homo sapiens), P09923; purified human IAP, CDP-Star luminescence, 30 min; hits give high values; 1 = vehicle-only enzyme, 0 = enzyme-free background; activation factor at 10 µM; hit rate 0.16% among 330,000;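 active = activation factor of the enzyme at least 2-fold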; also: the source names both 10 and 20 µM as test concentration; values of inactives mirror those of a sister screen read the other way
ATG4B inh = ATG4B protease inhibitors, primary screen, biochemical, fluorescence, uHTS | Cysteine protease ATG4B (Homo sapiens), Q9Y4P1 | AID 504462, 2011 | hit rate 0.51% among 340,000 | inhibition, % at 8.33 µM | ATG4B cleavage of LC3-PLA2, NBD-HPC fluorescence, 1 h; in the data active = inhibition above about 40%
mIAP inh = inhibitors of mouse IAP, primary screen, biochemical, luminescence, uHTS; intestinal alkaline phosphatase [Mus musculus]; purified mouse IAP, CDP-Star luminescence, 30 min; AID 2806, 2010; hit rate 0.2% among 330,000; inhibition, % at 10 µM;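 active = inhibition of at least 40% at 10 µM in the primary screen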;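 also: plate controls were DMSO with enzyme for no effect and no enzyme wells for full effect; values of inactives mirror those of a sister screen read the other way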
NALP3 yeast inh = NALP3 inflammasome inhibitors in reconstituted yeast, primary screen, luminescence, uHTS. inhibition, % at 10 µM. hit rate 0.39% among 330,000. AID 2825, 2010. Yeast reconstituted NLRP3/ASC/caspase-1, beta-gal luminescence, 24 h;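 active = inhibition of 50% or more; inactive = inhibition below 50%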;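 also: plate controls were induced DMSO wells for no effect and uninduced yeast grown without galactose for full effect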
tim10-1 inh = growth inhibitors of tim10-1 mutant yeast, primary screen, luminescence, uHTS; S. cerevisiae tim10-1 ts strain growth, BacTiter-Glo, 24 h; inhibition, % at 20 µM; hit rate 2.2% among 330,000; AID 463190, 2010;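 active = inhibition of at least 40%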;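 also: mutant grown at 25 °C; 0% = DMSO wells with yeast and 100% = wells holding no yeast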
hIAP inh = human IAP inhibitors, primary screen, biochemical, luminescence, uHTS. purified IAP, CDP-Star luminescence, 30 min. inhibition, % at 10 µM. hit rate 0.12% among 330,000;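 active = inhibition reaching a set limit with compound at 10 µM in the primary screen, cut at about 35% in these data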;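 also: plate controls were DMSO wells with enzyme for no effect and no-enzyme buffer wells for full effect; values of inactives mirror those of a sister screen read the other way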
Numbers without * were called inactive; . = not tested or not shown.

Codes – A = mIAP activ; B = Apaf-1 inh; C = TIM10 inh; D = hIAP activ; E = ATG4B inh; F = mIAP inh; G = NALP3 yeast inh; H = tim10-1 inh; I = hIAP inh
1	CCOc1ccccc1Nc1nc2ccccc2[nH]1
  A: 1 | B: 0 | C: 11 | D: 1.1 | E: -1 | F: -3 | G: -3 | H: 9 | I: -12

2	CCN(CC)CCn1c(NCc2ccc(OC)cc2)nc2ccccc21
  A: 1 | B: 4 | C: 0 | D: 1.1 | E: -6 | F: -2 | G: 0 | H: 8 | I: -8

3	CCc1nccn1S(=O)(=O)c1ccc(Br)cc1Br
  A: 0.87 | B: -3 | C: 9 | D: 0.91 | E: 4 | F: 13 | G: 7 | H: 8 | I: 9

4	O=C(COC(=O)c1c(Cl)cccc1Cl)Nc1ccccc1Br
  A: 0.96 | B: 8 | C: 13 | D: 1 | E: 3 | F: 4 | G: 20 | H: 9 | I: -2

5	NCC(=O)NNC(=O)OCC1c2ccccc2-c2ccccc21
  A: 0.89 | B: 4 | C: 1 | D: 0.8 | E: 2 | F: 11 | G: 20 | H: 12 | I: 20

6	Cc1cc(-c2ccccc2)nc(N2CCC(C(=O)NC(C)C)CC2)n1
  A: 1 | B: -3 | C: 3 | D: 0.85 | E: -3 | F: -4 | G: -19 | H: -1 | I: 15

7	COc1ccc(-n2c(N)c(C(=O)Nc3c(C)n(C)n(-c4ccccc4)c3=O)c3nc4ccccc4nc32)cc1
  A: 1 | B: 28 | C: -1 | D: 0.95 | E: 0 | F: -5 | G: 3 | H: -1 | I: 4

8	COc1ccc(Cl)cc1C(=O)NNC(=S)NC1CCCCC1
  A: 1 | B: -17 | C: -8 | D: 1.1 | E: -7 | F: -4 | G: 3 | H: -17 | I: -8

9	O=C(CSc1ccc(-c2ccccn2)nn1)Nc1ccc(F)c(F)c1
  A: 0.95 | B: 31 | C: 3 | D: 1.2 | E: -5 | F: 4 | G: 40 | H: -3 | I: -15

10	CCNC(=S)N/N=C/c1cc(Br)cc(Br)c1OC
  A: 0.87 | B: 6 | C: -7 | D: 0.87 | E: 10 | F: 13 | G: 0 | H: 30 | I: 13

11	COCC(=O)Nc1cc(OC)cc(OC)c1
  A: 1.1 | B: -3 | C: -1 | D: 0.94 | E: 3 | F: -8 | G: 21 | H: 2 | I: 6

12	Brc1ccc(-c2nnc3c4ccccc4nc(N4CCOCC4)n23)cc1
  A: 0.99 | B: 5 | C: 33 | D: 0.86 | E: 7 | F: 1 | G: 34 | H: 24 | I: 14

13	Cc1ccc(NC(=O)CN2C(=O)NC(Cc3ccccc3)C2=O)cc1 (centres undefined)
  A: 1 | B: 3 | C: 7 | D: 1.1 | E: -8 | F: -5 | G: 26 | H: -10 | I: -7

14	O=C1CS/C(=C\[N+](=O)[O-])N1c1ccccc1
  A: 0.87 | B: 11 | C: 28 | D: 0.99 | E: 0 | F: 13 | G: 7 | H: 23 | I: 1

15	Cc1cccc(C)c1NC(=S)NC(=O)c1ccccc1F
  A: 0.99 | B: 14 | C: 19 | D: 1 | E: -7 | F: 1 | G: 5 | H: 27 | I: -2

16	Cc1ccc(C(=O)Nc2nnc(SCC(=O)N3CCCc4ccccc43)s2)cc1
  A: 1 | B: 20 | C: 18 | D: 1 | E: -3 | F: -4 | G: 6 | H: 37 | I: -4

17	COC(=O)Cn1c(=NC(=O)CSCC(=O)NC2CCCCC2)sc2cc(OC)ccc21
  A: 1 | B: -14 | C: 13 | D: 0.86 | E: -3 | F: -2 | G: 8 | H: 17 | I: 14

18	O=C(NCCCN1CCCCC1)c1ccc2c(c1)NC(=O)c1ccccc1S2
  A: 0.98 | B: 9 | C: -5 | D: 1.2 | E: -6 | F: 2 | G: 0 | H: -5 | I: -16

19	COc1ccc(NC(=O)Cn2c(=O)n(CC3CCCO3)c(=O)c3cc(OC)c(OC)cc32)cc1OC (centres undefined)
  A: 0.96 | B: 2 | C: 10 | D: 0.94 | E: -5 | F: 4 | G: 3 | H: 6 | I: 6

20	CN(C)C(/C=C/Nc1ccc(F)cc1F)=C(C#N)C#N
  A: 1.1 | B: -1 | C: -8 | D: 1.1 | E: -9 | F: -8 | G: 4 | H: -8 | I: -11

21	Cc1cc(Cl)ccc1OCc1nc(-c2ccc(O)cc2)n[nH]1
  A: 0.88 | B: 13 | C: 3 | D: 0.95 | E: -14 | F: 12 | G: 11 | H: -12 | I: 5

22	O=C1CCC([N+](=O)[O-])C(c2ccccc2F)N1 (centres undefined)
  A: 0.92 | B: -3 | C: 9 | D: 0.97 | E: 3 | F: 8 | G: 15 | H: -8 | I: 3

23	Cc1nn(-c2ccc(F)cc2)c(C)c1NS(=O)(=O)c1ccc(Cl)cc1
  A: 1 | B: 9 | C: 51* | D: 0.91 | E: -6 | F: -1 | G: 6 | H: 48* | I: 9

24	O=C1C=C(c2ccc(Oc3ccccc3)cc2)C[C@@H](c2ccc(F)cc2)C1
  A: 0.9 | B: 6 | C: -1 | D: 1.1 | E: -10 | F: 10 | G: 8 | H: 4 | I: -6

25	COCCCN(C(=O)CC1OC(=O)c2ccccc21)c1c(N)n(Cc2ccccc2)c(=O)[nH]c1=O (centres undefined)
  A: 1 | B: 5 | C: 1 | D: 1.1 | E: -1 | F: -3 | G: 7 | H: -4 | I: -10

26	COc1ccc(/C=C(/NC(=O)c2ccccc2)C(=O)NCC2CCCO2)cc1 (centres undefined)
  A: 1.1 | B: 3 | C: -13 | D: 1.2 | E: -10 | F: -8 | G: -11 | H: 5 | I: -18

27	CCOc1ccc(/C=N/n2c(SC)nnc2-c2ccccc2)cc1OCC
  A: 1.1 | B: 17 | C: 43* | D: 1.1 | E: -20 | F: -5 | G: -2 | H: 14 | I: -7

28	O=C(Cc1ccccc1)NCC(=O)OCC(=O)c1ccccc1Cl
  A: 1.1 | B: 4 | C: -19 | D: 0.92 | E: 7 | F: -14 | G: -5 | H: 14 | I: 8

29	OC(COc1ccc(Br)cc1)CN1CCC(Cc2ccccc2)CC1 (centres undefined)
  A: 0.95 | B: 14 | C: -52 | D: 1 | E: 0 | F: 5 | G: 35 | H: -9 | I: 0

30	Cc1cccc(CS(=O)(=O)Cc2ccc(C(=O)NCC3CCCO3)o2)c1 (centres undefined)
  A: 1.1 | B: -1 | C: -10 | D: 1.2 | E: -6 | F: -6 | G: -14 | H: 5 | I: -22

Brought forward from above: three compounds; new compounds follow.
Codes – A = mIAP activ; B = Apaf-1 inh; C = TIM10 inh; D = hIAP activ; E = ATG4B inh; F = mIAP inh; G = NALP3 yeast inh; H = tim10-1 inh; I = hIAP inh
28	O=C(Cc1ccccc1)NCC(=O)OCC(=O)c1ccccc1Cl
  A: 1.1 | B: 4 | C: -19 | D: 0.92 | E: 7 | F: -14 | G: -5 | H: 14 | I: 8

29	OC(COc1ccc(Br)cc1)CN1CCC(Cc2ccccc2)CC1 (centres undefined)
  A: 0.95 | B: 14 | C: -52 | D: 1 | E: 0 | F: 5 | G: 35 | H: -9 | I: 0

30	Cc1cccc(CS(=O)(=O)Cc2ccc(C(=O)NCC3CCCO3)o2)c1 (centres undefined)
  A: 1.1 | B: -1 | C: -10 | D: 1.2 | E: -6 | F: -6 | G: -14 | H: 5 | I: -22

31	CCOC(=O)CC(=O)CSc1nc2sc(C)cc2c(=O)n1Cc1ccco1
  A: 0.8 | B: 2 | C: 25 | D: 0.98 | E: -9 | F: 20 | G: 0 | H: 45* | I: 2

32	Cc1ccsc1C1C(C#N)=C(N)OC2=C1C(=O)CCC2 (centres undefined)
  A: 0.99 | B: -23 | C: -18 | D: 1.1 | E: 1 | F: 1 | G: 4 | H: -4 | I: -14

33	CCc1ccc(NC(=O)C2CCN(S(=O)(=O)c3cnc[nH]3)CC2)cc1
  A: 1.1 | B: -8 | C: -17 | D: 1.2 | E: 7 | F: -7 | G: 8 | H: -7 | I: -18

34	CCSc1ncc(/C=N/Nc2ccc([N+](=O)[O-])cc2)n1C
  A: 0.87 | B: -9 | C: 3 | D: 0.9 | E: -4 | F: 13 | G: 17 | H: -22 | I: 10

35	CCN(C(=O)COC(=O)c1ccc(Cl)cc1N)C1CCCCC1
  A: 1.1 | B: 4 | C: -5 | D: 0.94 | E: -20 | F: -6 | G: 4 | H: 26 | I: 6

36	Cc1cc(C)c(S(=O)(=O)N(C)CC(=O)NC2CCCC2)c(C)c1
  A: 1.1 | B: -14 | C: 9 | D: 1.1 | E: -3 | F: -8 | G: 7 | H: 2 | I: -7

37	O=C(O)C1CCC(N2C(=O)c3cccc([N+](=O)[O-])c3C2=O)CC1 (centres undefined)
  A: 1 | B: 9 | C: -9 | D: 0.95 | E: 0 | F: 0 | G: 6 | H: -1 | I: 5

38	C[C@@H]1CN([C@H](C)CO)C(=O)Cc2cc(NS(=O)(=O)c3ccc(F)cc3)ccc2O[C@H]1CN(C)Cc1ccc(C(=O)O)cc1
  A: 0.98 | B: 9 | C: 3 | D: 0.92 | E: -5 | F: 2 | G: -1 | H: -11 | I: 8

39	COc1ccc(CCN(C)C/C=C/c2ccccc2)cc1OC
  A: 1 | B: 1 | C: 2 | D: 1.2 | E: -14 | F: 0 | G: 23 | H: -8 | I: -17

40	O=c1c2cnn(-c3ccc(F)cc3)c2ncn1Cc1ccccn1
  A: 0.99 | B: 2 | C: -2 | D: 0.99 | E: . | F: 1 | G: 12 | H: 17 | I: 1

41	Cc1ccc(S(=O)(=O)N(C)C)cc1NC(=S)N1CCN(Cc2ccc3c(c2)OCO3)CC1
  A: 0.95 | B: 4 | C: 8 | D: 1.1 | E: -16 | F: 5 | G: 14 | H: 0 | I: -7

42	Cc1cc2c(cc1S(=O)(=O)N(C)Cc1ccccc1)OCC(=O)N2
  A: 1.1 | B: 1 | C: -9 | D: 0.87 | E: -17 | F: -7 | G: 14 | H: -5 | I: 13

43	O=C(COC(=O)Cc1cccs1)Nc1ccc(OC(F)(F)F)cc1
  A: 0.96 | B: 4 | C: 6 | D: 1.1 | E: -7 | F: 4 | G: -1 | H: -6 | I: -8

44	O=C(CC1C(=O)NCCN1Cc1ccc(-c2ccccc2)cc1)NCCCn1cccn1 (centres undefined)
  A: 1 | B: -6 | C: 11 | D: 1.1 | E: -5 | F: -5 | G: 21 | H: 4 | I: -12

45	NC(=O)/C(=C\c1ccccc1)NC(=O)c1ccc(NC(=O)c2ccccc2)cc1
  A: 1 | B: -21 | C: 16 | D: 1.3 | E: 32 | F: -4 | G: 7 | H: 13 | I: -33

46	O=C(CN1C(=O)c2ccccc2C1=O)NCc1ccc(C(=O)O)cc1
  A: 1 | B: -1 | C: -11 | D: 0.99 | E: 2 | F: -3 | G: 12 | H: 6 | I: 1

47	Cc1ccc(CN2CCSCC2)c(C)c1
  A: 0.94 | B: -6 | C: -16 | D: 1 | E: -14 | F: 6 | G: 20 | H: 2 | I: 0

48	COC(=O)[C@H](CCSC)NC(=O)Cn1ccc(N)nc1=O
  A: 1 | B: 0 | C: 4 | D: 0.97 | E: 4 | F: -2 | G: 8 | H: 1 | I: 3

49	COc1cc(CC(=O)OCc2cccc([N+](=O)[O-])c2)cc(OC)c1OC
  A: 0.89 | B: 14 | C: 22 | D: 1.1 | E: -6 | F: 11 | G: 14 | H: 20 | I: -9
